From PubChem BioAssay
BCR signal inh: qHTS Assay to Find Inhibitors of Chronic Active B-Cell Receptor Signaling; ABC-DLBCL IkBa-CBG/CBR reporter, luminescence ratio, 4 h; Potency, µM (titrated, usually from 46.1 µM), without a hit: at the top dose ratio change, negative = lower green/red ratio, hits mostly inhibitors; hit rate 0.05% among 340,000; active = well fitted inhibition curve with a large enough effect in the signal ratio, with a control signal flat, not every such curve was filed as active; inconclusive = small, poorly fitted or top-dose-only effect, or effect the other way, or a change in a side signal; the % refers to the signal ratio;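 note: potency is the fitted concentration of half-maximal effect; plate controls were basal doxycycline-induced cells for no effect and cells given 10 µM MG132 for full effect; MG132 reads +100%, hits lower the ratio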
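Cell line TMD8 (human ABC DLBCL), stably expressing tet-inducible CBG68-IkBa fusion and CBR; IMDM/0.5% FBS; cpd up to 46 uM; dox induction, 4 h, 37C/5% CO2; dual luminescence; green/red ratio; MG132 control.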
TCR activator: Activators of T cell receptors: qHTS campaign; 330,000 tested, under 10 active; Potency, µM (doses to about 9.22 µM), for the others: top-dose activation of IL-2 secretion, hits mostly activators; primary human leukocytes, anti-CD3, IL-2 HTRF, 48 h; note: % of control where 0% means no effect
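IL-2 release read by HTRF sandwich (Eu cryptate donor, d2 acceptor, 665 nm emission) after 48 hr exposure of primary human leukocytes to compound together with anti-CD3 beads in the absence of co-stimulatory signals.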
ELG1 DNA repair: qHTS screen for small molecules that inhibit ELG1-dependent DNA repair in human embryonic kidney (HEK293T) cells expressing luciferase-tagged ELG1. HEK293T ELG1-luciferase reporter, luminescence, 16 h; DNA damage induced by 5-fluorouridine. Potency, µM (titrated, usually from 46.1 µM), for inactives: at the highest dose activity change, negative = inhibition, usual class: inhibitors. hit rate 2.3% among 330,000; note: potency is the fitted concentration of half-maximal effect; % is set by controls: 0 for no effect and ±100 for the full control effect; nearly all actives have a fitted effect of over 55% in size
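Quantitative HTS, concentration-response format. 2,000 cells/well co-treated with 5-fluorouridine and compound, 16 hr in 5% CO2 at 37 °C; ONE-Glo luminescence read after 30 min.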
Tb PFK block: qHTS Assay to Find Inhibitors of T. brucei phosphofructokinase. ATP-dependent 6-phosphofructokinase (Trypanosoma brucei brucei), O15648. T. brucei PFK, ADP-Glo luminescence. Potency, µM (doses to about 57.5 µM), inactives show top-dose activity, negative = inhibition, most hits filed as inhibitors. hit rate 0.17% among 330,000. AID 485367, 2010;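 note: potency is the fitted concentration of half-maximal effect; 0% = uninhibited 1x PFK enzyme wells and -100% = no-enzyme wells; nearly all actives have a fitted effect of over 60% in size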
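Luminescent ADP detection (ADP-Glo, two-step: ATP depletion then ADP-to-ATP conversion for luciferase) reported PFK activity after 45 min room-temperature reaction of 1.25 nM enzyme with 0.5 mM F6P and 0.1 mM ATP at pH 8.0.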
Integrin act MD: qHTS for Activators of Integrin-Mediated Alleviation for Muscular Dystrophy. alpha7betagal myoblasts, beta-gal FDG fluorescence, 48 h. Potency, µM (series often up to 38.3 µM), inactives show at the highest dose activation, most hits filed as activators. hit rate 0.064% among 350,000. AID 624291, 2012;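 note: potency is the fitted concentration of half-maximal effect; 100% = response of the positive control SU9516; nearly all actives have a fitted effect of over 60% in size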
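Alpha7betagal+/- myoblasts (passage 13) were plated 16-24 hr, then exposed to compounds (1:260 dilution of DMSO stock) for 48 hours at 37C. After MPER lysis, β-galactosidase reporter activity was read as FDG fluorescence (ex 480/em 540) after 30 minutes.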
TSHR antagonist: Antagonists of the Thyroid Stimulating Hormone Receptor: HTS campaign | TSHR-expressing cells, TSH-stimulated cAMP HTRF, 2 h; hits give low values | activity change, negative = inhibition, % at 11.5 µM | hit rate 0.2% among 330,000;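 active = activity change below a set negative limit, meaning inhibition stronger than a set level, cut at about -70% in these data; inconclusive = activity change between two set negative limits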; note: % is set by controls: 0 for no effect and ±100 for the full control effect
Target sequence (P16473 whole entry, looked up): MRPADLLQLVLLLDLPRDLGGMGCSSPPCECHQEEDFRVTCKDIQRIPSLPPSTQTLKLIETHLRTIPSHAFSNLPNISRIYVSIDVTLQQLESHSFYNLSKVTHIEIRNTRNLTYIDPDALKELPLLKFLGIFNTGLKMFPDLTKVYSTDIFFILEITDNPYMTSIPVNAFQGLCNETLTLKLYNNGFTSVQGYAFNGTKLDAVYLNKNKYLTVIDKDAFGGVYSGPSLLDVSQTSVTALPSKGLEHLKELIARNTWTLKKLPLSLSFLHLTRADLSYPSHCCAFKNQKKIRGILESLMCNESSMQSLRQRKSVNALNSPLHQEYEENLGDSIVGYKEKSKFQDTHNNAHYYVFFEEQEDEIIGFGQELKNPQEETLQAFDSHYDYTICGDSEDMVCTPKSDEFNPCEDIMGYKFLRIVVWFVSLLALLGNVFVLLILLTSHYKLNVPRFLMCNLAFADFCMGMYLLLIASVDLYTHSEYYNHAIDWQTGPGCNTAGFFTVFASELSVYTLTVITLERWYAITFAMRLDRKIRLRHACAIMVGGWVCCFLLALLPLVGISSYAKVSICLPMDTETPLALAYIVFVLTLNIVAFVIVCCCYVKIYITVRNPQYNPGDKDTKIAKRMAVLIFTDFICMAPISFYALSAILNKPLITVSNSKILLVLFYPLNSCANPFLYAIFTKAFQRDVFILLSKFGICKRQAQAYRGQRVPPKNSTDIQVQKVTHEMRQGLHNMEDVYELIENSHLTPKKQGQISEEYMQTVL
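Read-out is FRET at 665 nm (cryptate excitation 337 nm) from a cryptate-tagged anti-cAMP antibody, competed by cell cAMP against cAMP-d2. Compounds are tested on freshly harvested TSHR cells challenged with 4nM TSH (EC80) for 2 hours at 37 deg C.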
A-T KAP1 phos: qHTS Assay for Identifying a Potential Treatment of Ataxia-Telangiectasia | […] A-T fibroblasts, KAP-1 phosphorylation AlphaLISA; neocarzinostatin DNA damage 30 min before lysis | Potency, µM (titrated, usually from 57.5 µM), without a hit: at the top dose activation, usual class: activators | hit rate 0.19% among 320,000; note: potency is the fitted concentration of half-maximal effect; % of control where 0% means no effect; nearly all actives have a fitted effect of over 45% in size
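hTERT-immortalized A-T patient fibroblasts ([…]), 500 cells/well in OPTI-MEM, 1% FBS, got compounds for 60 min, then NCS for 30 min at 37C. Lysates were then assayed for phospho-KAP-1 by AlphaLISA (anti-pKAP1 donor, anti-KAP1 acceptor beads), 6 hr at 25C.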
TSG101-PTAP inh: qHTS Assay for Iinhibitors of HIV-1 Budding by Blocking the Interaction of PTAP/TSG101; Tumor susceptibility gene 101 protein (Homo sapiens), Q99816; Fluorescence polarization, FITC-PTAP peptide / Tsg101 binding; Potency, µM (doses to about 115 µM), for inactives: at the top dose activity change, negative = inhibition, most hits filed as inhibitors; 340,000 tested, under 10 active; AID 493005, 2010; active = well fitted inhibition curve with a large enough effect in the main read-out, with a control signal flat, not every such curve was filed as active; inconclusive = small, poorly fitted or top-dose-only effect, or effect the other way, or a change in a side signal; inactive = no such curve, though single readings can be large or run the other way; note: potency is the fitted concentration of half-maximal effect; % of control where 0% means no effect
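Fluorescence anisotropy tracks displacement of a FITC-tagged PTAP peptide (50 nM) from the Tsg101 binding domain (10 uM), following a 20 min room-temperature incubation at pH 7.5.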
Mito fusion yeast: qHTS Assay for Small Molecule Inhibitors of Mitochondrial Division or Activators of Mitochondrial Fusion; hit rate 0.23% among 320,000; AID 485298, 2010; S. cerevisiae fusion-defective mutant growth rescue, CellTiterGlo 48 h; Potency, µM (top dose mostly 46.1 µM), inactives show at the top dose growth rescue (activation), most hits filed as activators;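 note: potency is the fitted concentration of half-maximal effect; % of control where 0% means no effect; nearly all actives have a fitted effect of over 45% in size; temperature-sensitive fusion mutants such as fzo1-1 at 37 °C on non-fermentable ethanol glycerol medium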
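Compounds are tested for their ability to restore growth of mitochondrial fusion-defective yeast strains at non-permissive 37C in YPEG medium over 48 hours. Viability is quantified by luciferase luminescence.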
S-ASM inh: Inhibitors of Secretory Acid Sphingomyelinase (S-ASM): qHTS; hit rate 0.006% among 340,000; placental ASM, HMU-PC fluorogenic substrate, 60 min; Potency, µM (series often up to 57.5 µM), inactives show top-dose activity change, negative = inhibition, hits mostly inhibitors; Sphingomyelin phosphodiesterase (Homo sapiens), P17405; note: potency is the fitted concentration of half-maximal effect
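Steps: dispense placental human ASM, pin compound, wait 10 min at room temperature, add HMU-PC0 substrate at 9 uM final, incubate 60 min at 37 °C, add stop solution raising pH to 10, read fluorescence.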
Eya2 phos inh: qHTS Assay for Inhibitors of the Phosphatase Activity of Eya2. Potency, µM (doses to about 76.9 µM), for the others: top-dose activity, negative = inhibition, usual class: inhibitors. AID 488837, 2010. recombinant Eya2, OMFP fluorescence dephosphorylation (OMFP is methylfluorescein phosphate). Protein phosphatase EYA2 (Homo sapiens), O00167. hit rate 0.006% among 330,000; note: potency is the fitted concentration of half-maximal effect; % is set by controls: 0 for no effect and ±100 for the full control effect
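Eya2 (0.2 uM) preincubated 10 min at ambient with compound, then OMFP substrate added at 50 uM; 10 min reaction in 50 mM HEPES pH 7.5, 50 mM NaCl, 5 uM MgCl2, 0.05% BSA, 1 mM DTT. Fluorescence read at Ex 485/Em 525 nm.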
* = called active by the depositor; ? = inconclusive; . = not tested or not shown; [ ] = dose if it differs, or a comment. Unless noted, calls come from the whole dose curve; as a rule, active = well fitted curve in the direction sought with a large enough effect; inconclusive = small, poorly fitted or top-dose-only effect, or another doubt; inactive = no such curve, though single readings can be large; an effect the other way counts as inactive or inconclusive.

mol	BCR signal inh	TCR activator	ELG1 DNA repair	Tb PFK block	Integrin act MD	TSHR antagonist	A-T KAP1 phos	TSG101-PTAP inh	Mito fusion yeast	S-ASM inh	Eya2 phos inh
Cn1c(=O)c2c(SCCN3CCOCC3)nc(C3CCCC3)nc2n(C)c1=O	-1%	.	1%	-4%	-12%	-5	0%	-1%	-3%	2%	10%
COc1ccc(N(CC(=O)NCc2ccco2)S(C)(=O)=O)cc1OC	-17%	5%	?	-1%	-19%	-1	3%	-2%	0%	0%	-11%
Cc1cc(SCC(=O)N/N=C/c2ccc(O)cc2O)c(C)cc1Br	?	-3%	?	2%	-9%	-33	-4%	-6%	-1%	-11%	-17%
Cc1ccc(NC(=O)C2CC(=O)NC(N3CCCCC3)=N2)cc1Cl (centres undefined)	1%	-7%	1%	-12%	11%	1	1%	-3%	0%	-2%	5%
O=C(NC1CCCCC1)C(c1cccnc1)N(C(=O)CCl)c1cccc(Cl)c1 (centres undefined)	?	-1%[46.1 µM]	21µM*	2%	-52%[inhibitor]	-2	8%	-3%	0%	0%	-12%
COc1ccccc1-c1ccc(=O)n(CC(=O)NCc2ccco2)n1	-1%	.	?	-4%	10%	24	-3%	-7%	1%	4%	12%
CCOCCCNC(=O)/C=C1\Sc2ccccc2N(Cc2ccccc2F)C1=O	-11%	2%	13%	3%	-55%[inhibitor]	-11	-5%	2%	-10%	33%	-23%
CCN1CCN(C(c2ccc(OC)cc2)C(O)C(=O)c2c[nH]c3ccccc23)CC1 (centres undefined)	13%	0%	1%	3%	-29%	-4	.	-6%	2%	3%	-7%
O=C(Nc1ccc(OC(F)F)c(Cl)c1)c1ccccn1	?	8%	?	1%	?	-12	-1%	0%	3%	-2%	-2%
CCC(CO)Oc1cc(NC(=O)c2cccc(OC)c2)c2ncn(C(C)C)c2c1 (centres undefined)	?	-191%	?	-9%	-18%	3	-10%	0%	.	1%	-2%
COC(=O)[C@H](CCSC)NC(=O)Nc1ccc(OC)c(Cl)c1	0%	-5%	0%	3%	9%	11	-1%	-3%	0%	0%	0%
Cc1ccc(C)c(NC(=O)CN(C)C(=O)c2ccc(-n3cncn3)c([N+](=O)[O-])c2)c1	0%	3%	-17%	-8%	-4%	-6	14%	2%	4%	0%	-19%
O=C(CSc1nccn1-c1ncc(C(F)(F)F)cc1Cl)c1ccc(Br)cc1	9%	9%	?	1%	-4%	-6	-3%	-3%	0%	-1%	9%
CC(C)(C)c1ccc(C(=O)NCC(=O)O)cc1	1%	-1%	14%	2%	8%	-3	2%	0%	-6%	1%	3%
Cc1ccc2c(c1)C1CN(C)CCC1N2C(=O)c1ccccc1NS(=O)(=O)c1ccc(F)cc1 (centres undefined)	1%	-8%[46.1 µM]	1%	7%	17%	-2	3%	0%	-1%	2%	11%
COc1ccc(NS(=O)(=O)c2cccc(C(=O)N/N=C(\C)c3cccnc3)c2)cc1	-6%	.	3%	-3%	-8%	-3	3%	-4%	0%	-1%	7%
COc1ccc(NC(=O)COC(=O)c2c(F)cccc2Cl)cc1OC	-3%	.	?	-3%	.	-4	-2%	.	-3%	.	-20%
Cc1ccc(C(=O)N/N=C/c2ccc([N+](=O)[O-])s2)cc1	0%	3%	-23%	-1%	-40%	-11	2%	-5%	12%	-3%	-6%
O=C(c1ccco1)N1CCN(CC(O)COc2ccc3oc4ccccc4c3c2)CC1 (centres undefined)	-3%	-3%	?	-3%	-33%	-8	2%	-5%	0%	0%	8%
CCOCCCNC(=O)C1CCN(S(=O)(=O)CC)CC1	-6%	-14%	0%	4%	10%	16	-1%	-5%	-2%	3%	-9%

Of the compounds above, these contain four or more nitrogen atoms:
mol	BCR signal inh	TCR activator	ELG1 DNA repair	Tb PFK block	Integrin act MD	TSHR antagonist	A-T KAP1 phos	TSG101-PTAP inh	Mito fusion yeast	S-ASM inh	Eya2 phos inh
Cn1c(=O)c2c(SCCN3CCOCC3)nc(C3CCCC3)nc2n(C)c1=O	-1%	.	1%	-4%	-12%	-5	0%	-1%	-3%	2%	10%
Cc1ccc(NC(=O)C2CC(=O)NC(N3CCCCC3)=N2)cc1Cl (centres undefined)	1%	-7%	1%	-12%	11%	1	1%	-3%	0%	-2%	5%
Cc1ccc(C)c(NC(=O)CN(C)C(=O)c2ccc(-n3cncn3)c([N+](=O)[O-])c2)c1	0%	3%	-17%	-8%	-4%	-6	14%	2%	4%	0%	-19%
COc1ccc(NS(=O)(=O)c2cccc(C(=O)N/N=C(\C)c3cccnc3)c2)cc1	-6%	.	3%	-3%	-8%	-3	3%	-4%	0%	-1%	7%

(cont.)
mol	BCR signal inh	TCR activator	ELG1 DNA repair	Tb PFK block	Integrin act MD	TSHR antagonist	A-T KAP1 phos	TSG101-PTAP inh	Mito fusion yeast	S-ASM inh	Eya2 phos inh
C=CCn1cccc(C(=O)Nc2cc(OC)cc(OC)c2)c1=O	?	3%	11%	-5%	-40%	-6	-2%	0%	1%	-1%	11%
Cc1ccc(SCC(=O)NCc2ccc(F)cc2)cc1	-3%	-1%	2%	-2%	12%	-8	6%	0%	0%	-1%	-5%
CC1=C(C(=O)Nc2ccc(Cl)cc2)C(c2ccco2)NC(=O)N1 (centres undefined)	17%	-6%	-4%	13%	4%	15	1%	-10%	-1%	1%	15%
CCOc1ccc(NC(=O)C2(c3ccc(OC)c(OC)c3)CCCC2)cc1	-15%	-14%[46.1 µM]	?	-5%	-17%	-10	-2%	-4%	3%	0%	1%
Cc1ccc(OCCN2CCN(c3nc(NCc4ccco4)c4ccccc4n3)CC2)cc1	-3%	-2%[46.1 µM]	-25%	-1%	-47%[inhibitor]	-5	-2%	1%	6%	-5%	-15%
O=c1cccc(-c2ccc(Br)cc2)o1	10%	-10%	10%	21%	-19%	14	-1%	-4%	1%	2%	19%
COCc1cc(=O)[nH]c(Nc2nc3ccccc3o2)n1	?	-5%	?	-1%	-64%[inhibitor]	-31	3%	-2%	1%	-3%	-6%
O=C(NCCO)/C(=C/c1ccc(Br)cc1)NC(=O)c1cccs1	-2%	-1%	10%	-6%	-7%	-5	-2%	-8%	-4%	-1%	12%
CCCOc1ccc(C(F)(F)F)cc1NC(=O)CCc1c(C)noc1C	-17%	-4%	-30%	3%	22%	-5	13%	-8%	5%	0%	-6%
COc1ccc(-c2cc(C(=O)OCc3ccccn3)c3ccccc3n2)cc1	1%	2%	?	-9%	6%	4	32%	-4%	-10%	.	-7%
CC(=O)Nc1ccc(-c2ccnc(-c3ccc(NC(C)=O)cc3)n2)cc1	0%	7%	8%	1%	2%	-16	11%	-1%	5%	7%	-8%
